TWEAK Fn14 block = blocks TWEAK-Fn14 interaction in a reporter cell assay. actives 2% (n = 360,000). AID 1159606. inhibition, % at 10 µM. TWEAK-stimulated Fn14 reporter cells, luciferase luminescence, 8 h; in the data active = inhibition above about 50%
CF NFkB inh = blocks PAF-induced NF-kB reporter in cystic fibrosis cells. KKLEB NF-kB-GFP reporter, GFP fluorescence overnight. inhibition, % at 5 µM. actives 0.86% (n = 360,000);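 active = at least 50% inhibition at 5 µM, scaled per plate between neutral and stimulator controls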;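 also: PAF is a Pseudomonas aeruginosa culture filtrate used as stimulus; plate controls were PAF-stimulated DMSO wells for no effect and unstimulated DMSO wells for full effect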
HIF-2a block = inhibitors of HIF-2a; 786-0 RCC cells HIF-2a reporter, luciferase luminescence, overnight; actives 0.72% (n = 360,000); AID 624352; inhibition, % at 18.8 µM;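 active = inhibition of the luminescence signal of 40% or more relative to plate controls, in a single-dose primary screen at 18.75 µM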
Shn3 3UTR inh = reduces Shn3 3'UTR luciferase signal in osteoblasts; actives 0.52% (n = 360,000); inhibition, % at 12.5 µM; Clone20 osteoblast Shn3 3'UTR firefly luciferase, 24 h; AID 588674;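 active = mean inhibition of at least 75% with every replicate also reaching 75%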;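 also: 0% = median of neutral control wells and 100% = pilot-screen positive control compound; some compounds past the cut are filed as inactive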
TRPM1 prom inh = MITF TRPM1 promoter inhibition in SK-MEL-5 cells | SK-MEL-5 TRPM1 promoter luciferase, 24 h | actives 0.83% (n = 330,000) | inhibition, % at 12.5 µM | AID 488899;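 active = mean inhibition across replicates of 60% or more, whatever share of single replicates reaches that level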; also: values of inactives mirror those of a sister screen read the other way
NR2E3 ag-1 = activates human photoreceptor nuclear receptor NR2E3; Q9Y5X4; GST-NR2E3/biotin-RetCOR TR-FRET, 1536-well; inhibition of corepressor binding, % at 4.78 µM; actives 0.12% (n = 320,000); AID 2300;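 active = percent inhibition above the cutoff of mean plus 3 SD of all tested compounds, set per screening campaign, cut at about 20% in these data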;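 also: 0% = DMSO wells and 100% = biotin wells as full block of FRET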
Target sequence (Q9Y5X4 whole entry, looked up): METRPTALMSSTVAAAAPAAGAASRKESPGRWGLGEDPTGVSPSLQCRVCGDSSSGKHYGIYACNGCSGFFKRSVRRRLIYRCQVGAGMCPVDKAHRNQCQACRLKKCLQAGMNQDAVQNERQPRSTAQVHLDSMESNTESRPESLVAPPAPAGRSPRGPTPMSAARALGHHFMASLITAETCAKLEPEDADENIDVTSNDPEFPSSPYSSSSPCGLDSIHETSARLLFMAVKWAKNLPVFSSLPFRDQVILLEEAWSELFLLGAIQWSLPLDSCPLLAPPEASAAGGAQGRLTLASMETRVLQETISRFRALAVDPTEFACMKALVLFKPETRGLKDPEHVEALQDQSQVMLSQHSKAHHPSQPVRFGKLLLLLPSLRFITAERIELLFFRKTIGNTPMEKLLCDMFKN
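Material – GST-tagged NR2E3 plus biotinylated RetCOR corepressor · Quantity – NR2E3 fusion 1.35 nM · Times – 5 h incubation at 4 °C · Medium – pH 7.5 Tris-based buffer · Technique – TR-FRET, Eu(K)-anti-GST donor, streptavidin-D2 acceptor, ex 340, em 617/671 nm · Benchmarks – high control biotin, low control 0.6% DMSO · Format – 1536-well plates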
NR2E3 ag-2 = activates human NR2E3 receptor | Q9Y5X4 | CHO-S Gal4-NCOR/VP16-NR2E3 two-hybrid, luciferase | inhibition of corepressor binding, % at 3.98 µM | actives 0.35% (n = 360,000) | AID 602229;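 active = inhibition above the mean of all tested compounds plus 3 SD, cut at about 70% in these data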;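 also: 0% = DMSO with NR2E3 transfected cells and 100% = cells lacking NR2E3 construct; higher means lower luciferase signal from less NR2E3 corepressor binding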
Peg3 promoter = Peg3 promoter activity inhibition | actives 1.7% (n = 360,000) | HeLa PEG-Prom luciferase reporter, luminescence, overnight | inhibition, % at 20 µM | AID 588405;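 active = inhibition of at least 50% at 20 µM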
C8 TRAIL sens = caspase-8 TRAIL sensitization | NB7+C8 cells + TRAIL, ATPlite viability luminescence | inhibition (viability loss, TRAIL sensitization), % at 10 µM | actives 1% (n = 360,000) | AID 624354;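 active = compounds causing at least 50% loss of cell viability in the single-dose screen, relative to plate controls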
TROY signal inh = blocks TROY-dependent signaling in reporter cells. Q293 LMP1-TROYcd NF-kB luciferase reporter, 4 h. inhibition, % at 10 µM. actives 0.98% (n = 360,000);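 active = compounds whose plate-normalised and pattern-corrected inhibition of the luciferase reporter signal at the single screening dose is 50% or more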
KKLEB tox = counter-screen for CF NF-kB inhibitors: cytotoxicity; KKLEB CF airway cells viability, ATPlite luminescence, overnight; stronger effect = lower value; cells stimulated with P. aeruginosa culture filtrate; activity change (cytotoxicity), % at 5 µM; actives 0.36% (n = 360,000);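 active = corrected activity change at or below -50% at 5 µM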
Starred values were filed as active, the others as inactive; . = not tested or not shown.

Values run as follows: TWEAK Fn14 block, CF NFkB inh, HIF-2a block, Shn3 3UTR inh, TRPM1 prom inh, NR2E3 ag-1, NR2E3 ag-2, Peg3 promoter, C8 TRAIL sens, TROY signal inh, KKLEB tox
1	Cc1ccccc1S(=O)(=O)N1[C@@H](c2cccc(Cl)c2)C(C(=O)OC(C)(C)C)=CC[C@H]1c1ccc(Cl)cc1
→ -24, 0, 15, 45, ., ., 30, 1, -7, 13, -11
2	COc1ccccc1NC(=O)Nc1ccccc1C#N
→ 10, -7, 9, 8, 3, -2, -48, 10, 8, 4, 17
3	CCC(c1nnc(SCC(=O)NCCc2ccc(Cl)cc2Cl)o1)N(C)C (stereo not given)
→ 19, -16, 17, 3, -4, -1, -3, 2, 3, -4, -15
4	O=C(c1ccccc1)N1CCN(C(=O)c2cc3nc(-c4ccccc4)cc(C(F)(F)F)n3n2)CC1
→ 12, -4, 18, 16, -8, 5, 2, 26, 10, 8, -14
5	CCOCCCNC(=S)N(Cc1ccccc1)Cc1nc2ccccc2c(=O)[nH]1
→ -6, 5, 22, 9, 3, 3, -4, 19, 28, 12, -10
6	CN(Cc1ccccc1C(F)(F)F)C(=O)C1CCC(=O)N(CC2CCCCC2)C1 (stereo not given)
→ -25, -16, -79, -2, ., ., 2, -97, -3, -44, 10
7	CCOc1ccc(OCC)c(NC(=O)CSc2nnnn2CC)c1
→ -19, 12, 8, -7, 4, -1, 0, 15, -10, 5, -7
8	CCN(C(=O)COC(=O)c1ccccc1NCCO)c1cccc2ccccc12
→ -2, 14, 4, 4, 2, 1, -8, 25, -2, 42, -4
9	CCOC(=O)CC(=O)Nc1nnc(C(C)C)s1
→ -17, 0, -9, -1, -1, 5, -12, 2, -25, -9, -4
10	CC(c1ccco1)N(C(=O)c1cc(Cl)cc(Cl)c1)c1ccccn1 (stereo not given)
→ 7, 7, 14, 15, 3, -9, -37, 15, -35, 3, 3
11	Cc1ccccc1N1C(=O)C2ON(c3ccccc3)C(c3cccnc3)C2C1=O (stereo not given)
→ 3, 13, 17, -17, 1, 1, -14, 4, -5, 8, 2
12	O=C(NC1CCCCC1NC(=O)c1cccs1)c1cccs1 (stereo not given)
→ -14, -2, 22, -7, 4, -2, -4, 8, 8, 15, 6
13	Cc1ccc(S(=O)(=O)c2nc(S(C)(=O)=O)sc2N2CCCC2)cc1
→ 19, -2, 3, 79, 4, -2, -8, 6, -6, 9, 11
14	COc1ccc(CN(CC(=O)NCc2ccc(F)cc2)C(=O)c2csnn2)cc1
→ 19, 8, 6, -13, 5, -4, -8, 2, 2, 3, 0
15	CCCCN(C(=O)c1c(-c2ccccc2)noc1C)c1c(N)n(CCC)c(=O)[nH]c1=O
→ 7, 5, 0, 15, 11, ., -17, 0, -1, 8, -3
16	O=C(c1ccccc1F)N(Cc1nc2ccccc2c(=O)[nH]1)C1CCCC1
→ -1, 23, 14, 10, -9, -1, -7, 24, -5, 6, -6
17	CC(=O)N1CCN(c2ccc(N)cc2)CC1
→ 3, 7, -9, 73, 0, 4, 8, -38, -10, -6, 4
18	COc1cc2[nH]c(=O)n(CCC(=O)N3CCN(c4cccc(C)c4C)CC3)c(=O)c2cc1OC
→ -8, -24, 20, 10, 5, 1, -11, 12, -1, -1, -1
19	CC(=O)C(Cc1ccccc1)NC(=O)CN1CCc2ccccc2C1 (stereo not given)
→ -9, 8, 12, 1, 6, 1, -10, 19, -5, -18, -8
20	Cc1cccc(C)c1NC(=O)COC(=O)CSc1nnc(N)s1
→ 0, 2, 10, -26, 7, -2, 7, 3, -4, 8, 8

Pulled one by one from the list above (seven):
Values run as follows: TWEAK Fn14 block, CF NFkB inh, HIF-2a block, Shn3 3UTR inh, TRPM1 prom inh, NR2E3 ag-1, NR2E3 ag-2, Peg3 promoter, C8 TRAIL sens, TROY signal inh, KKLEB tox
12	O=C(NC1CCCCC1NC(=O)c1cccs1)c1cccs1 (stereo not given)
→ -14, -2, 22, -7, 4, -2, -4, 8, 8, 15, 6
1	Cc1ccccc1S(=O)(=O)N1[C@@H](c2cccc(Cl)c2)C(C(=O)OC(C)(C)C)=CC[C@H]1c1ccc(Cl)cc1
→ -24, 0, 15, 45, ., ., 30, 1, -7, 13, -11
14	COc1ccc(CN(CC(=O)NCc2ccc(F)cc2)C(=O)c2csnn2)cc1
→ 19, 8, 6, -13, 5, -4, -8, 2, 2, 3, 0
17	CC(=O)N1CCN(c2ccc(N)cc2)CC1
→ 3, 7, -9, 73, 0, 4, 8, -38, -10, -6, 4
19	CC(=O)C(Cc1ccccc1)NC(=O)CN1CCc2ccccc2C1 (stereo not given)
→ -9, 8, 12, 1, 6, 1, -10, 19, -5, -18, -8
10	CC(c1ccco1)N(C(=O)c1cc(Cl)cc(Cl)c1)c1ccccn1 (stereo not given)
→ 7, 7, 14, 15, 3, -9, -37, 15, -35, 3, 3
3	CCC(c1nnc(SCC(=O)NCCc2ccc(Cl)cc2Cl)o1)N(C)C (stereo not given)
→ 19, -16, 17, 3, -4, -1, -3, 2, 3, -4, -15

(continued)
Values run as follows: TWEAK Fn14 block, CF NFkB inh, HIF-2a block, Shn3 3UTR inh, TRPM1 prom inh, NR2E3 ag-1, NR2E3 ag-2, Peg3 promoter, C8 TRAIL sens, TROY signal inh, KKLEB tox
21	CC(C)C(=O)N1CCC(CN=Cc2c(O)n(C3CCCCC3)c(=O)n(C3CCCCC3)c2=O)CC1
→ -20, 19, 13, 23, 9, ., -2, 35, 15, 22, -12
22	COc1ccc(OC)c(NC(=O)c2cc(OC(C)=O)cc(C(=O)Nc3cc(OC)ccc3OC)c2)c1
→ 40, -16, -28, 26, 3, -3, 0, 21, 24, 33, -15
23	Cc1cccc(CN2CCC(C(=O)Nc3ccc(Oc4cccnc4)cc3)CC2)c1
→ 10, 12, 11, 15, 3, 2, 1, 2, 12, 10, -6
24	CN(C)C(=O)Cn1c(SCC(=O)Nc2ccc3c(c2)OCO3)nc2ccccc21
→ 11, 9, 11, -11, 12, 0, 24, -3, -8, 9, -4
25	O=C(Nc1cc([N+](=O)[O-])ccc1N1CCCC1)c1cccs1
→ -13, 5, 13, 8, 3, -3, -3, 15, -13, -20, -12
26	Nn1c(SCc2nc3ccccc3[nH]2)nnc1-c1cccnc1
→ -11, 6, 9, 5, 11, -1, -3, -6, 3, -2, 11
27	CCC(=O)NC(c1ccccc1Cl)c1c(O)ccc2ccccc12 (stereo not given)
→ 26, -9, 15, 1, -1, 1, -42, 21, -11, 13, -6
28	O=C(O)CC(CC(=O)Nc1ccc(C(=O)O)cc1)c1ccccc1 (stereo not given)
→ -2, 10, 13, 2, 3, -4, -14, 13, -1, -13, 8
29	CCOc1ccc(CCNC(=O)COC(=O)CNS(=O)(=O)c2ccc(NC(C)=O)cc2)cc1OCC
→ -6, 1, 15, 15, -11, 3, 0, -1, -8, -4, -20
30	CCN(CC)CCN1C(=O)C(=O)/C(=C(/O)c2c(C)[nH]c(C(=O)OC)c2C)C1c1ccco1 (stereo not given)
→ -20, 14, -7, -7, -6, 2, -6, -6, -9, -12, -4
31	COc1ccc2nc3oc(C(=O)NCCCOC(C)C)cc3cc2c1
→ 4, -3, -20, -11, -11, -1, -25, -17, -7, -37, 12
32	O=C(COc1ccccc1)NCc1n[nH]c(=S)n1-c1ccccc1
→ -3, 11, 4, 10, -7, 2, 7, 2, -5, -5, 0
33	COc1cc(N)c(Cl)cc1C(=O)OCC(=O)NC1CCCC1
→ 7, 4, -7, 4, 1, -2, 5, -6, -3, -6, -1
34	Cc1cc(C)c(S(=O)(=O)N2CCN(C(=O)c3ccccc3OCc3c(C)noc3C)CC2)c(C)c1
→ -4, 12, 24, 20, 7, ., 1, 5, 4, -2, -6
35	O=C(CCC(=O)N1CCSc2ccccc21)NC1CCCCC1
→ 3, -9, 4, 2, -5, 2, 5, 7, 6, 5, 9
36	COC(=O)c1cnn(-c2ccccc2)c1C(OC)OC
→ 10, 14, 8, -16, 4, -1, -13, 1, 4, -6, -1
37	COc1ccc(C(=O)Cc2ccc(OC)c(OC)c2)cc1
→ 9, 10, -210, -29, -41, 3, -62, -117, 18, -24, 7
38	Cc1ccc(NC2Nc3cc(C)nn3S2)c(C)c1 (stereo not given)
→ -28, 7, -297, -12, -69, 2, -77, -236, 5, -58, 8
39	COc1ccc(Br)cc1CN1CCCCCC1
→ -13, -1, 8, 11, -8, 1, -16, -1, 7, 8, -5
40	CCCCn1c2nc3ccccc3nc2c2c(=O)n(CCC)cnc21
→ 33, -16, 18, 5, 9, 1, -4, 27, -9, -2, 7
41	CCCCn1c(N)c(N(CCOC)C(=O)C2CCN(S(=O)(=O)c3ccc(F)cc3)CC2)c(=O)[nH]c1=O
→ 15, -5, 13, -14, 11, -4, 20, 2, 11, -1, 0
42	COc1ccc(CNC2CCSc3ccccc32)cc1OC (stereo not given)
→ -2, 8, 15, 30, 13, 1, 10, 7, 10, 1, -10
43	CCc1nn(CCCC(=O)N2CCN(c3cccc(C)c3C)CC2)c(=O)c2cc3occc3n12
→ 7, 3, 10, 21, -3, -2, -20, 18, -8, 24, 0
44	CCOC(=O)c1ccccc1NC(=O)CN1CCC(n2nnc3cc(F)ccc32)CC1
→ 12, 0, 9, 18, 10, ., 12, 21, -11, 20, -11
45	COc1ccc(C(=O)N2CCC(c3ccccc3)CC2)c(OC)c1OC
→ -2, 7, 11, 9, 2, 5, 0, -4, 11, 8, 6
46	COc1ccc(C2c3ccsc3CCN2C(C)=O)cc1 (stereo not given)
→ -7, -4, -5, -15, -13, 2, -38, -6, -10, -24, 8
47	O=C(CCNC(=O)c1ccccc1Cl)NCC1CCCO1 (stereo not given)
→ 3, -17, 15, -12, 9, 0, -2, -15, 1, -5, 5
48	S=c1[nH]nc(CSc2nc3ccccc3s2)n1Cc1ccccc1
→ -8, -3, -6, -3, -3, 2, 3, -21, -2, -11, 16
49	O=C(N1CCCC1)C12CC3CC(C1)CC(C(=O)N1CCCC1)(C3)C2
→ 15, -4, 19, 2, -3, 4, -15, 9, 9, 1, 0
50	Cc1ccc(CNC(=O)Cn2cnc(S(=O)(=O)N3CCCCC3)c2)o1
→ -1, 0, 10, 5, -5, 3, 8, -32, -3, 7, 2
51	COc1ccc(-c2nnc(NC(=O)C(C)C)o2)cc1
→ -1, 1, -28, -10, -11, 5, -6, -26, 9, -26, -2
52	c1ccc(C2Nc3cccc4cccc(c34)N2)cc1
→ 10, -12, 11, 12, 5, 5, -44, 3, 3, 0, 8

Entries of single compounds from above:
Entry for COc1ccc(C(=O)Cc2ccc(OC)c(OC)c2)cc1 → TWEAK Fn14 block = 9; CF NFkB inh = 10; HIF-2a block = -210; Shn3 3UTR inh = -29; TRPM1 prom inh = -41; NR2E3 ag-1 = 3; NR2E3 ag-2 = -62; Peg3 promoter = -117; C8 TRAIL sens = 18; TROY signal inh = -24; KKLEB tox = 7
Entry for COc1ccc(Br)cc1CN1CCCCCC1 → TWEAK Fn14 block = -13; CF NFkB inh = -1; HIF-2a block = 8; Shn3 3UTR inh = 11; TRPM1 prom inh = -8; NR2E3 ag-1 = 1; NR2E3 ag-2 = -16; Peg3 promoter = -1; C8 TRAIL sens = 7; TROY signal inh = 8; KKLEB tox = -5

Not all compounds are listed; the hit share may differ from the screen's.
